Insulin prom up: insulin promoter activators in MIN6 cells, imaging, high-content screening, mouse beta cells. MIN6 insulin promoter-GFP reporter; active compounds read high. z-score at 5 µM. actives 0.3% (n = 190,000);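 active means z-score above 3 at 5 µM with at least 500 cells counted in the well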
MT stabilize HCS: microtubule stabilizers in HeLa cells, primary screen, imaging, high-content imaging; actives 0.83% (n = 200,000); % tubulin-high responders, % at 10 µM; HeLa tubulin immunostaining HCS, 24 h; share of cells brighter than vehicle mean+2SD; AID 2205, 2009;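 active means plate Z-score above 3 for both tubulin-high and condensed-nucleus cell shares, with cell loss under 80%, at 10 µM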;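 further: anti alpha tubulin signal scored within the nucleus-defined area of each cell; some results filed as inactive read as strong as hits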
b-catenin transl: modulators of beta-catenin nuclear translocation, primary screen, imaging, HeLa cells, immunofluorescence, high-content; nuclear translocation activity, % at 5 µM; actives 0.3% (n = 190,000);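 active means nuclear translocation activity above 50% at 5 µM, with a well cell count of 50 or more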;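 further: per-cell ratio of nuclear to cytoplasmic median beta-catenin stain intensity; plate controls were DMSO negative control for no effect and GSK-3 inhibitor IX positive control for full effect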
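Read-out: Nuclear/cytoplasmic beta-catenin signal ratio, % activation | Assay system: Human HeLa cell line | Times: 24 h compound exposure at 37°C, 5% CO2 | Signal: Fluorescence imaging of beta-catenin antibody stain plus DAPI | Dosing: 5 µM primary, 0.02–20 µM confirmation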
Hep lipid drop: inhibitors of hepatocyte lipid droplet formation, primary screen, imaging, high-throughput imaging, BODIPY stain | AML12 mouse hepatocytes, oleate lipid droplets | inhibition, % at 6.5 µM | actives 0.4% (n = 240,000) | AID 1656, 2009;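 active means lipid droplet intensity inhibited by at least 50%, with more than 500 cells counted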
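Material – AML12 mouse liver cells · Also added – oleate loading, 100 µM · Compound dosing – 6.5 µM single-point dosing · Times – overnight treatment with compound plus oleate · Measured by – fluorescence imaging, 20x objective, two fields per well · Read-out – percent inhibition of filter-corrected integrated lipid droplet intensity per well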
XIAP displacement: XIAP antagonists, biochemical, IAP family, fluorescence polarization (AID 1018) | displacement, % at 20 µM, or IC50 in µM where a hit was titrated | actives 0.007% (n = 200,000) | XIAP BIR domain, fluorescence polarization peptide displacement; higher % means a stronger effect | E3 ubiquitin-protein ligase XIAP (Homo sapiens); in the data active means displacement above about 50%; further: a part of the inactive calls stands beside numbers as strong as those of hits
Dynein cargo inh: inhibitors of GR-EGFP nuclear translocation, primary screen, dynein cargo transport inhibitor project, imaging, high-content, 3617.4 mouse cells. test concentration mostly 20 µM; stimulated with dexamethasone, 1 µM; active compounds read low. actives 0.47% (n = 220,000). z-score, hits read low;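 active means plate z-score of nuclear minus cytoplasmic receptor signal below a set negative limit, without overly bright fluorescence or cell loss, cut at about -3.5 in these data, passing the limit was not always enough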;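 further: z-score of nuclear minus cytoplasmic ring GR-EGFP intensity difference per well; some compounds called inactive have numbers as strong as hits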
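Buffer or medium: tet-free medium with charcoal-stripped serum / Also added: dexamethasone agonist, 1.0 µM final, for 30 min / Timing: induction 48 h, compound 1 h, agonist 30 min / Measured by: high-content fluorescence imaging after fixation / Read-out: nuclear-to-cytoplasmic GR-EGFP distribution per well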
ER stress rescue: rescue of cells from ER stress-induced death, primary screen, 384-well, CSM14.1, thapsigargin, ATP luminescence (AID 1222) | cellular ATP content (survival), % at 20 µM, or EC50 in µM where a hit was titrated | 190,000 tested, under 10 active | CSM14.1 thapsigargin-induced death rescue, ATP luminescence; higher % means a stronger effect;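 active means EC50 below 50 µM in the dose-response confirmation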;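 further: death triggered by thapsigargin at about 15 µM added after 2 h compound pretreatment; cell ATP read after overnight thapsigargin exposure of roughly 18 to 22 hours; normalized against plate controls of thapsigargin alone and 5% DMSO vehicle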
WT yeast gro inh: growth inhibition of WT strain, primary screen, mitochondrial fusion inhibitor project, WT and mutant strains, chemical genetic. mitochondrial fusion phenotypic screen. inhibition, % at 10 µM. actives 2.1% (n = 190,000); in the data active means inhibition above about 58%; tested in S. cerevisiae
Autophagy HCS: autophagy modulators in MEF cells, primary screen, imaging, high-content, MEF GFP-LC3 | MEF GFP-LC3 puncta imaging; test concentration mostly 10 µM | calls only at 10 µM (by protocol) | actives 0.98% (n = 190,000) | AID 463193, 2010;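 active means percentage of spot-positive cells more than 3 SD above its plate mean, without a fluorescence outlier flag or 80% toxicity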;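 further: spot-positive cell cutoff set from DMSO-treated cells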
WT yeast gro inh mutant strain: recorded beside WT yeast gro inh, whose call it bears; inhibition, %; mitochondrial fusion phenotypic screen, mutant strain inhibition
Dynein cargo inh cytoplasmic EGFP: recorded beside Dynein cargo inh, whose call it bears; z-score; measured here: cytoplasmic GR-EGFP intensity; active compounds read high
Dynein cargo inh nuclear GR-EGFP: further read-out of Dynein cargo inh, marked with its call; z-score; measured here: nuclear GR-EGFP intensity;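 lower value marks the stronger effect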
Dynein cargo inh cell count: further read-out of Dynein cargo inh, marked with its call; z-score; measured here: cell count per field
Insulin prom up cell count: further read-out of Insulin prom up, marked with its call; cell count; measured here: cytotoxicity, nuclei count;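 total cells summed across four imaged fields per well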
Hep lipid drop cells 6.5 µM: second read-out of Hep lipid drop, no call of its own (marks repeat the call); cell count; measured here: cell count, cytotoxicity flag;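 cells counted across two imaged fields per well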
b-catenin transl cell count 5 µM: second read-out of b-catenin transl, no call of its own (marks repeat the call); cell count; measured here: cell count, cytotoxicity flag
MT stabilize HCS Hoechst-high %: also measured in MT stabilize HCS; calls as there; % Hoechst-high responders; measured here: nuclear condensation Hoechst responders;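 share of cells brighter than vehicle mean plus two SD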
MT stabilize HCS cytotoxicity %: recorded beside MT stabilize HCS, whose call it bears; toxicity, %; measured here: cytotoxicity by cell density;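 0% = mean cell density of plate MIN control wells and 100% = no cells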
Autophagy HCS cell loss 18 h: second read-out of Autophagy HCS, no call of its own (marks repeat the call); toxicity, %; measured here: cell loss, nuclei count;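 cell loss after 18 h compound exposure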
Numbers without * were called inactive; i = inactive; . = not tested or not shown; + = active, no number; & = joins results of further samples.

SMILES	Insulin prom up	Insulin prom up cell count	MT stabilize HCS	MT stabilize HCS Hoechst-high %	MT stabilize HCS cytotoxicity %	b-catenin transl	b-catenin transl cell count 5 µM	Hep lipid drop	Hep lipid drop cells 6.5 µM	XIAP displacement	Dynein cargo inh	Dynein cargo inh cytoplasmic EGFP	Dynein cargo inh nuclear GR-EGFP	Dynein cargo inh cell count	ER stress rescue	WT yeast gro inh	WT yeast gro inh mutant strain	Autophagy HCS	Autophagy HCS cell loss 18 h
COc1ccc(NC(=O)c2ccc(Cn3cc(Cl)cn3)cc2)cc1	-0.9	1519	0.8	1.6	8.5	1.3	1478	-20	641	-8.8%	0.62	-0.35	0.031	0.51	-2.0%	-3	7	i	-3
CC(C)(C)n1nnnc1C(c1ccc(C(F)(F)F)cc1)N(Cc1ccc(F)cc1)Cc1ccco1 (stereo not drawn)	.	.	4.4	1.8	6.0	3.9	1093	-103	559	-7.5%	-0.024	-0.22	-0.077	-0.15	3.2%	20	1	i	24
Cn1c(/C=N/c2nc3ccccc3[nH]2)nc2ccccc21	-0.77	1313	2.9	1.4	2.3	-2.7	1269	7	761	-1.0%	0.24	-0.18	0.22	-0.84	-0.9%	6	6	i	6
Cc1ccc(N2CCN(S(=O)(=O)N3CCOCC3)CC2)cc1C	-0.36	1280	8.8	1.3	3.1	-0.4	1075	17	672	-1.6%	4.3	-0.13	2.7	-2	-6.7%	-2	10	i	-14
O=C1CC(c2ccsc2)c2cc3c(cc2N1)OCCO3 (stereo not drawn)	-0.11	1900	6.6	11	9.4	-0.1	1040	1	683	-4.3%	0.24	-0.16	0.32	-0.18	-2.1%	-18	-9	i	-6
CCOC(=O)c1cnn(-c2ccccc2)c1NC(=O)C(F)(F)C(F)(F)C(F)(F)F	-0.85	840	6.3	2.4	6.0	.	.	.	.	-3.0%	-0.24	-0.24	0.089	1.3	4.3%	15	29	i	-4
CC1CCCCN1c1ccc(N)cc1C(N)=O (stereo not drawn)	0.43	1644	2.0	2.2	8.7	-1.0	995	-7	727	-6.8%	-0.56	-0.36	-0.35	1.3	-1.1%	-13	13	i	22
Cc1ccc(C)c(NC(=S)NNC(=O)c2cc3c(s2)CCC(C)C3)c1 (stereo not drawn)	-0.33	1438	3.3	4.5	6.3	0.0	1139	9	589	-3.1%	-0.033	-0.24	-0.11	-0.34	-2.6%	4	7	i	-7
COC(=O)CSc1nnc(CNc2ccc(F)cc2)o1	-1.1	902	4.1	2.4	6.6	-1.1	1203	15	749	-3.7%	-0.6	-0.22	-0.056	-0.024	-1.6%	6	12	i	4
CCOc1ccc(C(=O)Nc2ccc3c(c2)OCO3)cc1OCC	-0.07	1218	1.8	0.5	27	-0.8	1098	2	720	-4.7%	-0.83	-0.27	-0.18	-0.11	-1.0%	15	22	i	-6
O=C(O)CNC(=S)N(Cc1ccccc1)Cc1cccnc1	0.31	1578	3.5	3.9	7.3	-2.1	965	24	701	-5.9%	-0.29	-0.29	0.46	0.38	-1.3%	-2	2	+	-3.8*
O=C(COc1ccc(Cl)cc1)N1CCN(C(=O)c2cccs2)CC1	-0.36	1706	2.8	2.7	7.7	-2.1	1028	-15	690	-4.1%	-0.82	0.21	-0.27	0.23	0.1%	-4	-5	i	-6
CCc1c(C)nc(SCC(=O)N2CCCCC2CC)[nH]c1=O (stereo not drawn)	0.59	989	.	.	.	-1.1	1230	3	764	.	-0.56	-0.22	0.13	0.87	.	.	.	.	.
Cc1ccc2nc(-c3ccccc3)cc(C(=O)NCC3CCCO3)c2c1 (stereo not drawn)	0.38	1040	.	.	.	0.3	1290	-23	770	.	0.3	-0.2	0.68	0.1	.	.	.	.	.
CCN(CC)S(=O)(=O)c1ccc(Cl)c(C(=O)OCC(=O)c2c(N)n(C)c(=O)n(C)c2=O)c1	-0.27	1083	.	.	.	2.3	1202	-19	726	.	-0.23	-0.27	-0.015	0.95	.	.	.	.	.
Cc1ccc(-c2cc(N)n(Cc3ccc(Cl)cc3)n2)cc1	-0.14	1658	2.0	2.0	3.8	0.4	1339	.	.	-5.5%	0.23	-0.16	0.68	-0.59	-1.1%	-1	5	i	25
COCc1cc(CN2CCCC(C(=O)c3cccc(C(F)(F)F)c3)C2)ccc1OC (stereo not drawn)	1.8	1468	4.0	2.1	4.0	-2.2	997	8	740	0.9%	2	-0.13	0.76	-1.7	-2.4%	23	12	i	11
CCC(=O)c1ccc(/C=C/c2nc3ccccc3n2C)o1	.	.	1.6	2.3	8.0	-0.6	1091	2	743	-3.7%	-0.65	-0.28	-0.27	0.39	-5.6%	17	16	i	11
NS(=O)(=O)c1cccc(NC(=O)COc2ccc([N+](=O)[O-])cc2)c1	1.2	1133	1.6	2.1	3.0	-2.0	1078	3	731	-7.9%	0.32	-0.38	0.18	0.19	0.5%	3	4	i	-3
COc1ccccc1Oc1c(C)oc2c(CN(C)C)c(O)ccc2c1=O	-0.06	1573	5.7	1.8	2.1	0.1	1161	-6	682	1.4%	0.9	-0.23	0.73	-0.7	0.9%	1	8	i	17
Cc1ccc(-n2c(C)cc(/C=N/NC(=O)c3ccc(CN4CCOCC4)cc3)c2C)cc1	-0.91	1059	3.3	1.8	7.7	1.2	1330	.	.	-1.4%	0.56	-0.16	-0.014	-1.2	-3.1%	8	1	i	-18
O=C(CNS(=O)(=O)c1ccc(F)cc1)N1CCN(c2ccccc2)CC1	0.07	1244	3.4	2.0	7.6	.	.	-3	783	-6.2%	2.5	-0.21	0.71	-1.8	-2.9%	-16	-14	i	-5
Cc1ccc(OCC(=O)NCCO)c(Br)c1	-0.02	1367	2.8	1.9	3.4	6.0	860	-5	754	1.1%	0.98	-0.21	0.79	-1	1.0%	-4	14	i	54
Cc1[nH]n(-c2ccccc2)c(=O)c1C(=O)c1cccc(F)c1	-0.58	1236	6.1	1.2	4.7	0.4	1510	8	692	-12%	-0.55	-0.3	-0.15	0.71	-0.2%	1	5	i	3
Cc1nnn(-c2nonc2N)c1C(=O)N/N=C/c1ccccc1O	-0.46	1307	4.4	2.9	3.4	1.6	1118	-12	562	-0.2%	0.35	-0.18	0.72	-0.15	-2.6%	5	-1	i	9

Other records follow:
SMILES	Insulin prom up	Insulin prom up cell count	MT stabilize HCS	MT stabilize HCS Hoechst-high %	MT stabilize HCS cytotoxicity %	b-catenin transl	b-catenin transl cell count 5 µM	Hep lipid drop	Hep lipid drop cells 6.5 µM	XIAP displacement	Dynein cargo inh	Dynein cargo inh cytoplasmic EGFP	Dynein cargo inh nuclear GR-EGFP	Dynein cargo inh cell count	ER stress rescue	WT yeast gro inh	WT yeast gro inh mutant strain	Autophagy HCS	Autophagy HCS cell loss 18 h
COc1ccc(-c2cc(NCc3ccccn3)n3ncnc3n2)cc1	.	.	4.1	2.7	1.1	.	.	.	.	-1.9%	1.6	-0.027	1.8	-2.2	-0.9%	7	-2	i	7
CCSc1nc2ccccc2[nH]1	0.23	819	3.7&3.2	2.0&2.8	4.9&2.5	0.3&-1.5	1002&1208	-6&0	807&712	-4.9%&-11%	-1.4&0.79	-0.25&-0.24	-0.83&0.4	0.94&0.054	-2.8%&1.9%	0	18	i	-1&9
CCC(=O)N(C)CCc1cc2c(c(OC)c1/C=N/NC(=O)[C@H]1C[C@@H]1c1ccccc1)OCO2	0.69	1107	.	.	.	1.1	1310	8	754	.	-0.15	-0.29	-0.12	1.3	.	.	.	.	.
O=C(NCCCCCCNC(=O)NCc1ccco1)NCc1ccco1	0.52	891	1.1	0.9	9.0	-2.1	1170	13	800	-23%	0.92	0.39	0.71	-0.17	-2.3%	-7	-8	i	-11
N#Cc1cc([N+](=O)[O-])cnc1NCC(O)CO (stereo not drawn)	.	.	1.6	2.3	8.4	.	.	.	.	-5.5%	0.091	-0.23	-0.61	0.45	3.5%	-14	-5	i	41
COc1ccc(C(=O)NCc2ccc(-n3cccc3)cc2)cc1OC	.	.	5.9	1.7	4.1	1.3	752	3	745	1.0%	0.93	-0.31	0.74	-0.72	0.0%	10	-9	i	-2
Cn1c(=O)c2c(ncn2CC(=O)N2CCOCC2)n(C)c1=O	-0.83	1437	2.1	3.2	12	-4.2	979	.	.	-5.5%	-0.75	-0.062	-0.0027	0.45	-1.5%	-25	-16	i	4
O=C(NCC1CCCCC1)c1cc([N+](=O)[O-])ccc1N1CCOCC1	-0.84	1434	2.7	2.1	12	-2.5	1105	4	668	-2.4%	0.33	0.81	0.26	-1.7	1.0%	0	-5	i	-6
COc1ccc(N2CC(C(=O)Nc3ncccc3C)CC2=O)cc1 (stereo not drawn)	-0.82	1214	3.2	2.3	8.6	-1.9	1171	-1	760	-8.4%	-0.47	-0.2	-0.4	1.3	2.8%	2	-5	i	-6
CCn1c(=O)cc(OCC(=O)NCc2cccnc2)c2ccccc21	-0.06	1575	3.3	2.0	3.3	-2.2	823	.	.	-1.2%	-0.45	-0.42	0.12	-0.27	1.1%	-1	7	i	17

Screening data from PubChem BioAssay.
